# Source: PubChem BioAssay
# V1R ag counter: counter-screen for oxytocin receptor agonists: human V1a receptor agonists. 320,000 tested, 0.25% active. AID 2797. CHO-V1R cells, Fluo-8 calcium fluorescence, agonist mode; 0% DMSO, 100% 3 nM vasopressin. activation, % at 3 µM. P37288;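 active = activation above the mean activation of all tested compounds plus 3 SD, per screening run, cut at about 20% in these data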;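 note: signal is peak over basal fluorescence ratio across a 100 second FLIPR read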
# Target sequence (P37288 whole entry, looked up): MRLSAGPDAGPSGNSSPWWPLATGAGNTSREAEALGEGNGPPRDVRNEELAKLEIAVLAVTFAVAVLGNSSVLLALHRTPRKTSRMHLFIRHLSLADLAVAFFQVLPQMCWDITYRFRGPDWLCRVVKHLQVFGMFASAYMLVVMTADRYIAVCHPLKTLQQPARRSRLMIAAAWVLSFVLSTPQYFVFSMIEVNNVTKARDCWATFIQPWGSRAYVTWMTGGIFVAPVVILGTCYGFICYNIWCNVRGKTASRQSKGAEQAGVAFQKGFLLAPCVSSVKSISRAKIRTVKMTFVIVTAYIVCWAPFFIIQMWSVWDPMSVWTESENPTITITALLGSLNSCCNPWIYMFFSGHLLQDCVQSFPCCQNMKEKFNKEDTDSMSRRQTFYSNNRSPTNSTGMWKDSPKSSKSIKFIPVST
# VIM-2 inh: blocks Pseudomonas aeruginosa VIM-2 metallo-beta-lactamase; purified VIM-2, nitrocefin hydrolysis, epi-absorbance fluorescence; inhibition, % at 5.6 µM; 290,000 tested, 0.89% active; AID 1527;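 active = inhibition above the mean of all tested compounds plus 3 SD, cutoff set per screening run, cut at about 7.5% in these data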;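 note: red hydrolysis product quenches plate fluorescence so inhibitors raise well fluorescence; 0% = enzyme with DMSO and 100% = DMSO without enzyme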
# NS3 helicase inh: blocks Hepatitis C virus NS3 helicase unwinding; NS3 helicase DNA unwinding, Cy5 molecular beacon fluorescence; inhibition, % at 10.9 µM; 290,000 tested, 0.56% active; AID 1800;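 active = inhibition above the mean of all tested compounds plus 3 SD, set per campaign, cut at about 35% in these data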;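 note: 0% = DMSO wells and 100% = thioflavine S control wells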
#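 assay system = NS3 helicase fragment of HCV | buffer or medium = MOPS pH 6.5, MgCl2, DTT, Tween20, BSA | timing = 60 min unwinding reaction at 25 °C after ATP addition | signal = Cy5 beacon fluorescence read at start and 1 h | read-out basis = % inhibition of unwinding | control set = low DMSO, high thioflavine S at 110 µM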
# PHOSPHO1 block: PHOSPHO1 (human) inhibition; Q8TCT1; recombinant PHOSPHO1, absorbance phosphatase assay; inhibition, % at 13.3 µM; 290,000 tested, 1.1% active; AID 1565; in the data active = inhibition above about 60%
# Target sequence (Q8TCT1 whole entry, looked up): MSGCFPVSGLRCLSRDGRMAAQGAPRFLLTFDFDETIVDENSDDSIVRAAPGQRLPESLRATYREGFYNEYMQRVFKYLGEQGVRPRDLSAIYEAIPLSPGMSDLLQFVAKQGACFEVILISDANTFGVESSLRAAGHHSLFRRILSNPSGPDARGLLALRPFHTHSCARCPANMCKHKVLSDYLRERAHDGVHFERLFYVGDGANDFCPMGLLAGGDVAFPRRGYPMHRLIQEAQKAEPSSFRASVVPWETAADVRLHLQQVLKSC
# GPR7 antag: human neuropeptides B/W receptor 1 antagonism. inhibition, % at 4.4 µM. 290,000 tested, 1.1% active. GPR7-expressing cells, fluorescence antagonist assay; in the data active = inhibition above about 16%, passing the limit was not always enough;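 note: cells stimulated with the agonist NPW; 0% = agonist with vehicle and 100% = vehicle without agonist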
# Target sequence (P48145 whole entry, looked up): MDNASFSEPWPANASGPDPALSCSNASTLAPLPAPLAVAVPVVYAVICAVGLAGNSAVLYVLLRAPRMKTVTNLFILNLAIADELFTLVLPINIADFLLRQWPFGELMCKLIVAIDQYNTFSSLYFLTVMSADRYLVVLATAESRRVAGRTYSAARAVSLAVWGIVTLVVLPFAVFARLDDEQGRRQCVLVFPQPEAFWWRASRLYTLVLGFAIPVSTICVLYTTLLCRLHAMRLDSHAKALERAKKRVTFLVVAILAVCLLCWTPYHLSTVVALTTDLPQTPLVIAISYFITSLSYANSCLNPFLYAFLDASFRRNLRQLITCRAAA
# FID counter: displaces DNA intercalator in HCV helicase counter-screen; 290,000 tested, 0.17% active; inhibition, % at 7.9 µM; DNA fluorescent intercalator displacement, fluorescence; in the data active = inhibition above about 37%;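 note: 0% = vehicle and 100% = reference compound; higher means more ethidium bromide displaced from hairpin DNA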
# IMP-1 inhibitor: blocks Pseudomonas aeruginosa IMP-1 metallo-beta-lactamase; purified IMP-1, nitrocefin hydrolysis, epi-absorbance fluorescence; inhibition, % at 5.6 µM; 290,000 tested, 0.45% active;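 active = inhibition above the mean plus 3 SD of all compounds in the same screening run, cut at about 4.5% in these data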;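 note: 0% = IMP-1 with DMSO and 100% = DMSO wells lacking enzyme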
#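 System: Purified recombinant IMP-1 metallo-beta-lactamase enzyme | Measured by: Fluorescence quenching readout, ex 480/em 530 nm | Replication: Singlicate | Incubation: 15 min preincubation plus 25 min reaction at 25 °C | Evaluation: Percent inhibition from optical density relative to buffer-blank wells | Benchmarks: DMSO with and without IMP-1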
# GalR3 antag: blocks the human galanin receptor 3. HEK293 GalR3-CNG cAMP membrane potential fluorescence; galR3 body fused to GalR1 C-terminus. O60755. 360,000 tested, 0.44% active. inhibition, % at 3 µM;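 active = inhibition above the screen-wide average plus 3 SD, cut at about 13% in these data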;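 note: forskolin and galanin both at EC90 stimulate the cells; cAMP rise reported by CNG channel membrane potential dye signal; 0% = forskolin plus galanin with DMSO and 100% = forskolin alone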
# OXTR ag: agonists of human oxytocin receptor; 320,000 tested, 0.32% active; CHO-OTR cells, Fluo-8 calcium fluorescence; normalized: DMSO 0%, oxytocin 100%; activation, % at 3 µM; AID 2435;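 active = activation above the mean of all tested compounds plus 3 SD, cutoff set per screening run, cut at about 20% in these data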;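 note: peak over basal fluorescence ratio from a 100 s FLIPR kinetic read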
# Starred values were filed as active, the others as inactive; / = not tested or not shown.
SMILES,V1R ag counter,VIM-2 inh,NS3 helicase inh,PHOSPHO1 block,GPR7 antag,FID counter,IMP-1 inhibitor,GalR3 antag,OXTR ag
O=C1Nc2ccc(Cl)cc2C(C#CC2CC2)(C(F)(F)F)O1 (stereo unspecified),-0.5,-0.5,-0.3,9.9,-31.7,-9.6,-2.1,-3.9,-3.0
N#Cc1c(N)nc2c(c1N)CC(=O)N2c1ccccc1-c1ccccc1,-0.5,-1.2,8.3,8.8,-10.7,-2.5,-3.1,-1.8,0.3
Cc1nnc(-c2cccc(Br)c2)c2cn(-c3ccc(Br)cc3)nc12,-0.7,-0.9,0.1,45.9,-15.6,-3.0,-3.2,-5.8,-1.5
COc1ccc(NC(=O)c2cc(-c3ccc(OC)c(OC)c3)nc3ccccc23)c(OC)c1,-0.6,-0.7,-29.8,27.0,-2.0,-37.4,-0.7,8.5,-1.8
CCOC(=O)c1c(C)[nH]c(C2=NNC(=Nc3cccc(Cl)c3)SC2)c1C,-1.2,-3.7,21.7,-13.3,3.2,-7.4,-3.4,/,-0.5
c1ccc(Cn2c(-c3cccs3)nc3nc4ccccc4nc32)cc1,/,-4.1,1.6,6.6,-5.3,-4.3,-3.8,-2.2,/
O=C(CN1CCN(S(=O)(=O)c2ccccc2)CC1)Nc1ccc([N+](=O)[O-])cc1,10.1,-0.4,-0.7,-5.7,16.9,-0.2,-3.5,-4.8,3.8
CC(=O)c1ccc(N2CCN(C(=O)C3CCN(S(=O)(=O)Cc4ccccc4)CC3)CC2)cc1,6.4,0.7,-8.6,5.7,10.3,-10.7,-1.7,-1.9,5.3
COCc1c(C(=O)N/N=C(\C)c2ccncc2)nnn1-c1nonc1N,0.7,-2.0,-0.4,15.0,-9.4,-6.0,-0.1,-10.6,0.2
CCCc1[nH]nc2c1C1(C(=O)N(C(C)C)c3ccccc31)C(C#N)=C(N)O2 (stereo unspecified),0.3,1.9,19.2,10.5,-8.2,-27.6,-1.9,0.7,0.6
Cc1cccc(CC(=O)N2CCOCC2)c1,0.9,-4.3,9.4,23.9,-11.0,-3.8,-4.0,-2.3,0.6
O=C(/C=C/c1ccccc1[N+](=O)[O-])NCCN1C(=O)S/C(=C\c2ccc(F)cc2)C1=O,-0.4,0.5,-5.0,-9.8,-3.3,1.7,-3.1,0.4,0.8
COc1ccc(NC(=O)c2ccccc2OCc2ccc(F)cc2)c(OC)c1,-0.1,-0.3,-9.9,31.9,-5.7,-22.8,-1.6,-8.9,0.3
COC(=O)c1ccccc1NC(=O)C1=CC(c2cccs2)=NS(=O)(=O)N1C,0.9,7.0,5.3,12.3,9.7,-11.0,-3.1,/,-1.4
S=c1[nH]nc(-c2ccc(Cl)cc2)n1CCCN1CCOCC1,-0.4,8.4*,7.6,-23.2,2.6,-1.0,-2.6,2.9,-1.1
CCCN(Cc1ccco1)S(=O)(=O)c1ccc(OC)c(OC)c1,3.1,-2.0,-11.8,-3.6,-8.6,-15.1,-3.7,-3.1,-1.1
O=C(Nc1ccc(N2CCCC2)cc1)c1ccc([N+](=O)[O-])cc1Cl,-0.1,-0.1,-3.6,-4.4,-9.9,2.4,-2.0,-4.7,-0.3
COc1ccc(OC)c(NC(=O)C2CC(=O)N(CCc3ccccc3)C2)c1 (stereo unspecified),-0.1,-3.1,2.8,23.3,-1.2,-24.3,-2.5,-5.7,0.1
COc1ccc(N2CCN(CCNC(=O)Nc3ccc(C)c(Cl)c3)CC2)cc1,11.7,-1.2,-79.3,-11.2,11.3,11.3,-0.8,-11.3,18.4
N#CCCSCc1ccc2oc(C(=O)O)cc2c1,0.9,-1.9,-2.5,0.2,-5.5,1.4,-2.2,-3.8,0.9
Cc1ccc(CNC(C)(C)CO)cc1,3.7,-1.1,16.2,-3.4,1.4,-2.8,-3.3,-0.2,1.0
Cc1ccc(NC(=O)CCCc2nc3ccccc3s2)c(O)c1,0.6,0.5,-14.2,16.1,-8.8,-16.2,0.2,1.9,-0.1
COc1cccc(NCc2cc(=O)oc3cc(C)c(O)cc23)c1,8.1,1.3,-15.6,9.7,13.6,3.4,-1.4,-7.8,5.8
O=C1CC(c2ccco2)CC(O)=C1C=Nc1ccccc1-c1ccccc1 (stereo unspecified),-1.3,-3.0,8.3,-12.4,-11.5,-26.4,-3.0,-2.4,-2.4
Cc1ccc(C(=O)NCCCNC(=O)COc2ccc(C)c(C)c2)cn1,0.5,-2.9,4.3,2.2,0.3,-25.1,-3.7,-7.5,1.1
S=c1[nH]nc(C(c2ccccc2)C2CCCCC2)o1 (stereo unspecified),-0.3,-2.3,26.5,-157.0,-15.7,-27.4,-3.5,3.9,-0.3
CS(=O)(=O)c1ccc(C(=O)OCC(=O)NC2CCS(=O)(=O)C2)cc1[N+](=O)[O-] (stereo unspecified),0.3,-2.2,-1.7,-18.7,0.4,-0.7,-3.3,-1.4,0.9
CCOC(=O)C(C)Oc1c(C(=O)OC)sc2ncccc12 (stereo unspecified),-0.8,-2.2,-0.8,48.5,2.1,-7.0,-3.8,3.6,-1.3
COCCn1c(SCc2nnc(-c3ccccc3)o2)nc2sc3c(c2c1=O)CCC3,/,-0.5,-2.9,-5.2,-10.1,-10.4,-1.9,-3.2,/
CCC(=O)c1ccc(N2CCN(C(=O)c3cc([N+](=O)[O-])ccc3F)CC2)c(F)c1,9.1,-1.8,-5.0,37.8,8.3,-12.0,-2.9,-2.3,9.8
O=C(NCc1ccc(C(F)(F)F)cc1)C1CC(c2ccccc2C(F)(F)F)=NO1 (stereo unspecified),-0.3,/,/,17.7,/,/,/,-6.8,-1.8
COc1cccc(-c2nc(CS(=O)(=O)CC(=O)N3CCN(C)CC3)c(C)o2)c1,0.6,0.8,4.0,-5.3,-4.8,3.9,-4.6,/,0.2
O=C(NC1CCCCC1)C1CCC(CNS(=O)(=O)c2ccccc2)CC1 (stereo unspecified),/,-3.1,-2.2,28.3,4.6,-36.5,-1.6,-0.9,/
CC(=O)Nc1ccc(N(C(=O)CNC(=O)c2ccco2)C(C(=O)NCC2CCCO2)c2ccccc2)cc1 (stereo unspecified),0.2,-2.6,-14.4,20.3,2.9,-9.7,-1.0,-2.9,1.1
O=C(Nc1ccc(NS(=O)(=O)c2ccccc2)cc1)c1cccnc1,1.0,-1.5,-1.0,19.9,-5.6,-1.7,-1.5,-8.2,0.7
O=c1cc(CSc2nnc(Nc3ccccc3F)s2)nc2sccn12,0.6,2.0,-1.8,31.7,-3.9,-3.2,-3.3,-1.9,0.2
O=[N+]([O-])c1ccc(N2CCCCC2)s1,-0.3,-3.5,-22.8,13.9,-6.3,-1.3,-6.5,-5.5,0.3
COc1ccc(C(=O)NC2CCCCC2)cc1S(=O)(=O)N1CCOCC1,1.4,0.6,-4.0,6.3,-9.3,-6.3,-1.9,-8.0,1.0
O=C(NCCc1cccc(F)c1)C1CCN(S(=O)(=O)c2ccc(F)cc2)CC1,5.1,-2.0,4.0,46.0,-5.8,-29.4,-4.6,-9.3,1.1
COc1ccc(CC(=O)Nc2nnc(SCC(=O)NCc3ccco3)s2)cc1OC,0.1,-1.9,1.2,15.3,-12.1,-1.3,-3.4,-4.8,-0.4
CN(n1cnc2ccccc2c1=O)S(C)(=O)=O,10.8,-2.4,-11.4,-10.3,-11.1,1.0,-0.7,-5.0,-0.3
CCCc1nnc(NC(=O)Nc2ccccc2OC)s1,1.0,-2.8,-2.8,7.0,-5.8,-5.0,-3.7,-6.2,-0.3
COc1ccccc1CC(=O)N1CCN(c2ccc([N+](=O)[O-])cc2)CC1,4.8,0.2,5.4,35.3,24.9*,-16.1,3.8,-7.5,6.4
CCc1c(O)nc(SCC(=O)N2CCCCC2)n(-c2ccccc2C)c1=O,-0.3,3.1,-1.5,16.3,-2.6,-10.6,1.8,/,0.5
O=C(CSCC(=O)N1CCCCC1)OCC(=O)c1c[nH]c2ccccc12,0.0,-2.0,-4.4,1.8,8.6,-11.3,-1.0,-3.2,-1.7
CC(C)Cc1c(O)nc(SCC(=O)Nc2ccc3c(c2)CCC3)[nH]c1=O,0.0,-1.7,22.8,6.3,-8.2,-28.3,0.6,2.3,0.0
O=C(C1CCN(Cc2cccs2)CC1)N1CCN(Cc2ccc3c(c2)OCO3)CC1,4.9,-2.8,-3.1,-9.8,-8.6,6.1,0.9,-8.5,-0.2
COc1ccccc1NC(=S)N(CCCN1CCOCC1)Cc1cn(C)c2ccccc12,1.4,-3.8,4.7,3.0,-9.6,4.3,-1.4,0.0,0.5
Cc1ccc(OCCOCCOc2ccc(Br)cc2/C=N\NC(=O)c2ccncc2)cc1,0.2,-2.2,-25.4,-0.2,-7.3,-18.9,-1.4,-2.5,-2.0
Cc1ccc(NC(=O)C(=O)NCCOc2ccccc2Cl)cc1,-0.1,0.1,-7.5,1.9,-3.4,-4.7,-0.6,-4.2,-0.7

# Next records.
SMILES,V1R ag counter,VIM-2 inh,NS3 helicase inh,PHOSPHO1 block,GPR7 antag,FID counter,IMP-1 inhibitor,GalR3 antag,OXTR ag
CS(=O)(=O)N1CCC(C(=O)Nc2ccc3c(c2)OCCO3)CC1,-0.3,-1.3,-2.5,2.7,-7.7,0.1,-3.0,-7.2,1.1
Cc1ccc(N=C2S/C(=C/c3cccc(OCC(=O)O)c3)C(=O)N2C)cc1C,-0.4,2.9,-3.8,14.0,-4.7,4.9,0.7,-8.3,-1.3
O=c1cc(N2CCCCC2)[nH]c(=O)n1C1CCCCC1,1.0,0.4,-5.1,27.7,3.6,-7.0,0.4,/,2.0
Cn1c(=O)[nH]c2cc(Cl)cnc21,1.3,-4.2,-2.6,13.4,-7.3,-2.3,-1.5,0.1,-0.1
COc1ccc2c(c1)c(C(=O)N/N=C/c1ccc(O)c(O)c1)c(C)n2C,-0.4,-1.0,0.4,0.2,-1.4,-9.3,-3.6,-10.2,0.5
CC1C(=O)N2CCCc3cc(S(=O)(=O)N4CCN(c5ccccc5F)CC4)cc1c32 (stereo unspecified),-0.3,-0.6,27.5,35.5,-4.5,-41.1,-2.7,-5.3,-1.9
COc1ccc(OC)c(Nc2nc(-c3c(C)nc4ncccn34)cs2)c1,2.9,0.7,8.9,-1.4,3.1,2.9,-3.6,-8.5,-0.5
Cc1ccccc1CCN(CC(=O)NCc1ccc(F)cc1)C(=O)c1csnn1,3.2,-1.1,-8.8,32.5,-14.7,-25.9,-1.7,-8.9,1.3
O=C1N=C(N2CCOCC2)S/C1=C\c1ccccc1OS(=O)(=O)c1ccccc1,0.0,-1.6,-4.5,20.0,-6.1,-1.9,-1.9,7.5,0.2
C=C(C)c1cccc(C(C)(C)NC(=O)NCc2ccc(OC)cc2)c1,1.0,-2.6,-3.7,9.4,-4.6,-8.9,-2.4,1.6,-2.4
